# All columns: NCI-60 one-dose screen, growth in % after 48 h at 10 µM unless noted; 100 = growth as untreated, 0 = no growth, -100 = all killed.
# SNB-19: SNB-19 CNS cancer cells; 2.5% of 81,000 active
# CAKI-1: CAKI-1 renal cancer. AID 1794772. 4.7% of 75,000 active
# SF-539: SF-539 CNS cancer; 6.8% of 81,000 active
# SF-268: SF-268 CNS cancer cells | 3.1% of 82,000 active
# ACHN: ACHN renal cancer | 4.9% of 81,000 active | AID 1794771
# RXF 393: RXF 393 renal cancer cells; 6.9% of 77,000 active; AID 1794773
# A498: A498 renal cancer cells; 5.4% of 76,000 active
# SNB-75: SNB-75 CNS cancer | 5% of 79,000 active | AID 1794750
# The depositor's hits bear a star; . = no result given; & = joins results of further samples; [ ] = dose if it differs, or a comment. How the source made its calls: active means growth percent below 10; inactive means the rest.
# The opening 4 entries as a preview:
SMILES,SNB-19,CAKI-1,SF-539,SF-268,ACHN,RXF 393,A498,SNB-75
Cn1cc(-c2csc(-c3cn(C)c4ccc(Br)cc34)n2)c2cnccc21,-87*,-82*,-93*,-74*,-99*,-87*,69,-94*
COc1cccc2cc(N(C)c3nc(C)nc4c3CCC4)ccc12,30,18,-0.6*,26,27,44,-11*,31
Cn1ccc2c3c(ccc21)C1c2ccccc2C3c2ccccc21,106,67,132,105,97,92,80,91
CCCCCCCCCCCC1=NC(CO)(CO)CO1,102,94,100,107,100,106,108,112

# The list itself, previewed entries included:
SMILES,SNB-19,CAKI-1,SF-539,SF-268,ACHN,RXF 393,A498,SNB-75
Cn1cc(-c2csc(-c3cn(C)c4ccc(Br)cc34)n2)c2cnccc21,-87*,-82*,-93*,-74*,-99*,-87*,69,-94*
COc1cccc2cc(N(C)c3nc(C)nc4c3CCC4)ccc12,30,18,-0.6*,26,27,44,-11*,31
Cn1ccc2c3c(ccc21)C1c2ccccc2C3c2ccccc21,106,67,132,105,97,92,80,91
CCCCCCCCCCCC1=NC(CO)(CO)CO1,102,94,100,107,100,106,108,112
Nc1c(C(=O)Nc2ccccn2)sc2nc3c(cc12)CCCCCCCC3,79,.,86,89,75,93,69,73
Cc1ccc(SC2=C(Sc3ccc(C)cc3)C(=O)c3ccccc3C2=O)cc1,81,79,54,66,83,85,63,59
Cc1nn(-c2nc3ccccc3[nH]2)c2c1C(c1ccc3c(c1)OCO3)CC(=O)N2 (centres undefined),49,66,.,19,31,8.0*,-8.7*,40
Clc1ccc(-c2nc3c4c(-c5ccccc5)c(-c5ccccc5)n(Cc5ccccc5)c4ncn3n2)cc1,8.5*,-20*,7.9*,20,-4.9*,-11*,-17*,-23*
N#Cc1c(N2CCNCC2)nc2sc3cc(Cl)ccc3n2c1=N,103,104,107,100,97,118,101,66
O=C(Cn1c(=O)sc2ccccc21)NNS(=O)(=O)c1ccc(Cl)cc1,96,89,94,100,96,125,112,94
CC(C)[C@@H](C)/C=C/[C@@H](C)[C@H]1CC[C@H]2C3=CC[C@H]4C[C@@H](O)CC[C@]4(C)[C@H]3CC[C@]12C,105,94,102,95,106,.,.,99
COc1cc(/C=C2\SC(=O)N(Cc3ccc(-c4ccccc4C#N)cc3)C2=O)ccc1O,101,95,96,104,111,105,99,100
CC(C)(C)n1cc(-c2ccnc(NCCNS(=O)(=O)c3cccc4ccccc34)c2)c(-c2cccc(F)c2)n1,28,-55*,-75*,29,-58*,-52*,-73*,-18*
COc1cc(C(=O)c2c(N)ncn2-c2ccccc2)cc(OC)c1OC,90,92,87,101,102,87,90,91
C[C@H]1[C@H]2C3=CC[C@@H]4[C@@]5(C)C/C(=C/c6ccncc6)C(=O)C(C)(C)[C@@H]5CC[C@@]4(C)[C@]3(C)CC[C@@]2(C(=O)N2CCN(C)CC2)CC[C@@H]1C,78,75,83,82,91,84,94,76
Cc1cccc(-c2cccc(C)n2)n1,99,104,97,116,103,.,178,94
Cc1nc2sc3c(=O)[nH]c(C(F)(F)F)nc3c2c(C)c1Br,105,.,99,101,100,100,85,92
Clc1ccc(-c2nc3ccc(/C(=N\N=C\c4ccccc4)c4ccccc4)cc3[nH]2)cc1,94,77,93,93,92,90,66,113
O=C(NCCCCNCCCNC(=O)c1ccc([N+](=O)[O-])cc1)c1ccc([N+](=O)[O-])cc1,89,89,90,112,101,.,103,86
CN1CCC(NS(=O)(=O)c2ccc(NC(=O)CN(c3ccc(F)cc3)S(=O)(=O)c3ccc(Cl)cc3)cc2)CC1,91,.,94,83,.,78,87,69

# In another format: results already given.
# Results follow in this order: SNB-19, CAKI-1, SF-539, SF-268, ACHN, RXF 393, A498, SNB-75
> Nc1c(C(=O)Nc2ccccn2)sc2nc3c(cc12)CCCCCCCC3
 : 79, ., 86, 89, 75, 93, 69, 73
> Cc1nc2sc3c(=O)[nH]c(C(F)(F)F)nc3c2c(C)c1Br
 : 105, ., 99, 101, 100, 100, 85, 92
> CC(C)[C@@H](C)/C=C/[C@@H](C)[C@H]1CC[C@H]2C3=CC[C@H]4C[C@@H](O)CC[C@]4(C)[C@H]3CC[C@]12C
 : 105, 94, 102, 95, 106, ., ., 99
> Clc1ccc(-c2nc3ccc(/C(=N\N=C\c4ccccc4)c4ccccc4)cc3[nH]2)cc1
 : 94, 77, 93, 93, 92, 90, 66, 113

# Following part:
SMILES,SNB-19,CAKI-1,SF-539,SF-268,ACHN,RXF 393,A498,SNB-75
COc1cc(-c2noc([C@@H](C)NS(=O)(=O)c3ccc(C)cc3)n2)cc(OC)c1OC,103,93,98,94,98,98,.,.
CNCCNc1nc2ccccc2c2c(=O)c3cc(F)ccc3sc12,69,44,72,44,37,62,39,47
C=C(C[C@](O)(C(=O)/C=C/c1ccc(Cl)cc1)C(=O)OC)c1ccccc1,.,69,76,87,72,52,97,76
O=S(=O)(NCc1ccccc1)c1ncnc2nc[nH]c12,108,104,98,110,105,114,124,91
O=C1NC(N2CCN(c3ccccn3)CC2)S/C1=C\c1ccc(N2N=C(c3ccccc3)CC2c2ccccc2)cc1 (centres undefined),97,81,101,94,101,91,.,83
COc1ccc2nc3cc(Cl)ccc3c(N3CCN(c4nccc(Nc5ccccc5)n4)CC3)c2c1,85,51,.,61,52,35,17,53
CNc1ccc(NC)c2c1C(=O)c1ccccc1C2=O,86,76,56,76,78,75,94,52
O=C1N(Nc2ccccc2)C(=Nc2ccccc2)SC12C(c1ccc([N+](=O)[O-])cc1)CN(C1CCCCC1)C21C(=O)Nc2ccccc21 (centres undefined),75,57,81,64,57,.,101,82
COc1ccc(-c2nc3ccccn3c2-c2nc3ccc(C)cc3[nH]2)cc1,103,93,88,111,88,92,64,80
CS(=O)(=O)c1ccc(Nc2nc(N[C@H]3CCCC[C@@H]3N)nc3cc[nH]c(=O)c23)cc1,86,92,94,82,106,121,145,77
CCN(CC)CCOC(=O)C1c2ccccc2-c2ccccc21,107,83,92,103,97,105,97,83
CC(=O)Nc1ccc(O)c2ccccc12,109,.,94,93,103,113,115,90
Cn1ncc2ncc(-c3ccc4ncnc(NCc5ccccc5)c4c3)cc21,69,43,96,83,55,75,18,61
O=C(CN1C(=O)/C(=C/c2ccc(Cl)cc2)SC1=S)NCCCN1CCOCC1,98,89,93,94,95,105,104,93
COc1ccc(Cn2cc3c(c2-c2ccc(O)cc2)CCc2cnoc2-3)cc1,47,15,-16*,45,34,6.5*,-2.0*,19
c1ccc(CNc2ncnc3scc(-c4cccs4)c23)nc1,67,58,73,80,55,74,28,65
Cn1cc(-c2csc(-c3c[nH]c4ncccc34)n2)c2cc(F)cnc21,89,45,91,92,53,60,70,66
Nc1nc2c(s1)C(c1ccc(OC3CCCC3)cc1)CC(=O)N2 (centres undefined),91,92,98,98,90,92,76,84
Oc1ccc2c(=S)cc(-c3ccc(Br)cc3)oc2c1O,6.8*,66,.,9.4*,14,33,54,71
COc1cc(Nc2cc(C)nc(N3CCN(c4ccnc5cc(Cl)ccc45)CC3)n2)cc(OC)c1,27,11,-17*,15,7.5*,4.9*,-13*,8.4*
COc1ccc(NCc2cn(-c3ccc(C(F)(F)F)cc3)nc2-c2ccc(C(=O)O)cc2)cc1C(F)(F)F,81,70,81,85,60,83,56,.
COc1ccc(-c2nn(-c3ccccc3)cc2/C=C/C(=O)OCc2cn(-c3ccc(F)c(Cl)c3)nn2)cc1,85,79,99,77,83,68,77,.
O=c1[nH]c(CSc2nc3sc4c(c3c(=O)[nH]2)CCCC4)nc2ccccc12,106,95,98,104,113,94,121,106
CCc1cc(C)cc(C(C)(C)C)c1,98,100,98,112,109,107,88,109
CCCCn1c(=O)c(/C=C/c2cc(/C=C/c3cc4cc(Cl)ccc4n(CCCC)c3=O)[nH]n2)cc2cc(Cl)ccc21,111,95,109,108,105,.,100,97
O=C(CCc1nc2c(=O)[nH]c(=S)[nH]c2[nH]c1=O)NC(Cc1ccccc1)C(=O)O (centres undefined),103,90,99,102,102,105,106,90
Cc1ccc(/C=C(\C#N)c2nc(N)nc(Nc3ccc(S(N)(=O)=O)cc3)n2)cc1,93,81,100,88,101,104,89,86
COc1cccc(C(=O)Nc2nc3ccc(Cl)cc3s2)c1,114,68,101,107,91,102,87,110
Cc1ccc(C(N)=O)cc1,98,112,102,102,107,106,111,87
Cc1ccc2c(c1)C(=O)N(Cc1ccc(S(N)(=O)=O)cc1)C2=O,111,97,99,103,106,118,94,100
COc1cc(-c2csc(NC(=O)c3cc(N4CCOCC4)cc(C(F)(F)F)c3)n2)cc(OC)c1OC,96,.,87,83,89,94,45,80
CCCCOCc1cc(CN2CCN(C)CC2)c(O)c2ncccc12,49,20,53,48,28,69,70,68
CCOC(=O)CCCCCCCCCCBr,104,95,113,109,100,114,122,101
N#CC(=C1C=CC(=NO)C=C1)c1ccccc1,60,52,-59*,-24*,9.1*,.,48,-1.7*
CCOC(=O)C1CC=CCC1C(=O)OCC (centres undefined),104,103,107,109,103,108,75,104
O=C(OCc1ccc2c(Cl)cc(Cl)c(O)c2n1)c1cc2cc(F)ccc2[nH]1,45,33,52,50,33,63,49,56
COc1cc(OC)c(NC(=O)C(Sc2nc(C)cc(C)c2C#N)c2ccccc2)cc1Cl (centres undefined),94,95,84,86,86,74,111,27
CCn1cc(C(=O)O)c(=O)c2cc(F)c(N3CCN(C(=O)CSc4nc(NC(=O)c5ccccc5)cc(=O)[nH]4)CC3)cc21,101,98,102,105,97,103,110,94
COC1(OC)C2C(Cl)=C(Cl)C1(Cl)C(Br)C2c1ccccc1 (centres undefined),107,100,100,90,101,82,81,106
C/C(=C\CCc1ccoc1)CC/C=C(\C)CCCN1CCOCC1,67,58,78,73,76,50,76,61
OC(CC1CCCC(CC(O)c2ccccc2)N1CCc1ccccc1)c1ccccc1 (centres undefined),101,.,103,107,115,102,97,91
N#Cc1c2ncccc2c2nnc3cc(Cl)c(Cl)cc3n12,101,70,97,91,84,116,115,67
Cc1cc(C)c2c(-c3nnc(N)s3)cc(=O)oc2c1,99,89,91,100,105,109,80,99
CC1CCC(=O)c2ccccc21 (centres undefined),96,101,101,99,103,109,105,86
O=C(CSc1nc2ccccc2c(=O)[nH]1)Nc1ccccc1C(=O)O,96,90,93,94,89,99,216,139
COC(=O)c1cc(C)[nH]c2c(C)cc3nc4ccccc4c3c12,101,59,96,84,81,78,110,80
O=C(O)CCN1CCOCC1,101,90,109,126,111,107,97,.
CC1=NN(c2nc(-c3c(O)cc(C)oc3=O)cs2)C(=O)/C1=C\c1cccc(O)c1O,100,104,99,106,110,107,79,101
O=C(NC1CCCCC1c1ccccc1)c1ccccc1 (centres undefined),99,96,101,106,107,103,92,98
CCCC[N+]1(C)CCN=C1Cc1ccccc1 (centres undefined),104,96,96,98,112,100,97,100
Clc1ccc2nn3c4ccccc4c(OCCN4CCOCC4)nc3c2c1,81,50,92,92,71,79,3.9*,77
CC(=O)O[C@H]1C(=O)N(Cc2ccncc2)C(=O)[C@@H]1OC(C)=O,95,99,101,104,103,113,93,97
O=S(=O)(Nc1ccc2[nH]ccc2c1)C(F)(F)F,96,93,99,103,102,105,84,96
COc1ccc2[nH]cc(-c3nc(N)nnc3-c3ccccn3)c2c1,.,83,87,93,92,100,108,88
NC(=O)c1ccc(O)cc1,90,99,109,109,109,108,108,97
COc1ccc(/C=c2\c(=O)n(-c3ccccc3)c3nn4c(n23)=NNC=C4c2ccccc2)cc1,90,71,98,96,91,94,74,58
CN(Cc1ccccc1)c1ccc(SC#N)cc1,93,99,88,85,79,68,93,81
CC(C)(c1ccc(O)cc1)c1ccc(O)c(C(=O)O)c1,101,110,103,109,105,120,106,101
Cn1c(C(N)=O)cc2c1-c1nc(NC3CCCCC3)ncc1CCC2,82,83,81,85,86,59,46,104
CCC1([N+](=O)[O-])COC(c2ccccc2)OC1 (centres undefined),96,97,99,86,104,107,92,93

# More compounds.
SMILES,SNB-19,CAKI-1,SF-539,SF-268,ACHN,RXF 393,A498,SNB-75
O=C1/C(=C/c2ccccc2)Oc2ccc(O)c(I)c21,99,79,88,83,103,108,.,.
COc1cc(C2CC(c3ccccc3Cl)=NN2c2ccc(-c3ccccc3)nn2)ccc1F (centres undefined),95,54,95,87,90,96,88,68
Nc1ccn([C@@H](C=O)C[C@@H](C=O)CO)c(=O)n1,99,93,104,105,104,130,95,91
COC(=O)NC1c2ccccc2CCC1I (centres undefined),101,85,97,85,99,110,.,83
CC(NC(=O)c1cccc2c1Oc1ccccc1S2)C(=O)O (centres undefined),103,86,110,108,110,110,110,89
Brc1ccccc1/C=N/Nc1nc(N/N=C/c2ccccc2Br)nc(N2CCCCC2)n1,96,97,97,102,95,98,.,102
Cn1cc(C2=C(c3cccc4ccccc34)C(=O)N(O)C2=O)c2cc(Br)ccc21,98,83,115,97,107,104,112,79
Clc1ccc(/C=N\N2CCCCCC2)c(Cl)c1,109&104,100&100,106&117,102&97,109&109,110&121,113&97,103&91
COc1cccc2c1C(=O)c1c(O)c3c(c(O)c1C2=O)C[C@@](O)(C(C)=O)C[C@@H]3OC1CC(N)C(O)C(C)O1 (some centres undefined),-9.9*,-31*,-71*,-14*,0.5*,-47*,-72*,-83*
COc1ccc(Cn2c(C)cc3c2CSCC3=O)cc1,75[100 µM],50[100 µM],75[100 µM],86[100 µM],71[100 µM],99[100 µM],79[100 µM],51[100 µM]

# Screens: PubChem BioAssay, NCI
